HTR1A agonist = human 5-HT1a receptor agonists, primary screen, cell-based, CHO, Ga15 NFAT-bla reporter. 5-hydroxytryptamine receptor 1A (Homo sapiens), P08908. CHO 5-HT1a Ga15 NFAT-bla reporter, FRET ratio; 0% basal, 100% maximal reference agonist. activation, % at 10 µM. 65,000 tested, 0.56% active;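 active = activation above the screen-wide mean activation plus 3 SD, cut at about 19% in these data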;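 note: 0% = DMSO wells and 100% = 5-CT at EC100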
Target sequence (P08908 whole entry, looked up): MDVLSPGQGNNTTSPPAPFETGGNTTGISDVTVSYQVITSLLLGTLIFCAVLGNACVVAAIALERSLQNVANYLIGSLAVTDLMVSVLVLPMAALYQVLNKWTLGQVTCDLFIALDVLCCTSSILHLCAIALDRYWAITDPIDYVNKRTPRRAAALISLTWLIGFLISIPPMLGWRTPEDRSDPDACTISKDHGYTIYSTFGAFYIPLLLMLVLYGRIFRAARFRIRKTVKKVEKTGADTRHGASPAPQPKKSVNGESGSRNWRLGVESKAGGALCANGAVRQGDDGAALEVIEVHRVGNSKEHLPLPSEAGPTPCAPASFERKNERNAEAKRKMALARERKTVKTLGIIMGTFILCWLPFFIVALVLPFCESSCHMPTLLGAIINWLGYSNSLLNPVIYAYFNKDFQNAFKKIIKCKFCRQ
Fluor 339 460 = intrinsic fluorescence of library compounds, ex339/em460 – biochemical, MLSMR library, data from DPM-DC assay, artefact control, profiling panel | compound autofluorescence, ex339/em460 nm, NADH buffer; hits give high values; 1 = no-compound wells, NADH background | fluorescence fold increase at 10 µM | 65,000 tested, 5.5% active | AID 709, 2007;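 active = at 10 µM, mean starting fluorescence two-fold or more over control wells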;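 note: signal is the first read of a kinetic run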
M1 ag = M1 muscarinic receptor agonists, primary screen, CHO-M1 cells, Fluo-4 calcium, agonist mode; Fluo-4 calcium fluorescence; hits give high values; B-score at 10 µM; 64,000 tested, 3% active; AID 626, 2007;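 active = fluorescence rise, raw or as B-score row- and column-corrected plate score, outside the 99.7% band of its plate's samples, either direction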
HER2 expr 66K = inhibitors of Her2 protein expression, primary screen, SKBR-3 cells, AlphaScreen, 66K library | SKBR-3 HER2 protein level, 18-24 h; hits give low values | HER2 level % of control, % at 10 µM | 65,000 tested, 0.69% active;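 active = HER2 level under 5% of the carrier-only control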;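 note: 100% = DMSO carrier and 0% = 500 nM PU-H71 HSP90 inhibitor; lower value means stronger loss of Her2 protein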
M1 antagonist = antagonists of rat M1 muscarinic receptor. Muscarinic acetylcholine receptor M1 (Rattus norvegicus), P08482. B-score at 10 µM. 64,000 tested, 3.4% active. CHO-M1 cells, Fluo-4 calcium, ACh EC80 antagonist mode; hits give low values;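 active = calcium fluorescence response, raw or row-and-column corrected B-score, differing from the plate sample mean either way at a set confidence level, mostly lower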
Target sequence (P08482 whole entry, looked up): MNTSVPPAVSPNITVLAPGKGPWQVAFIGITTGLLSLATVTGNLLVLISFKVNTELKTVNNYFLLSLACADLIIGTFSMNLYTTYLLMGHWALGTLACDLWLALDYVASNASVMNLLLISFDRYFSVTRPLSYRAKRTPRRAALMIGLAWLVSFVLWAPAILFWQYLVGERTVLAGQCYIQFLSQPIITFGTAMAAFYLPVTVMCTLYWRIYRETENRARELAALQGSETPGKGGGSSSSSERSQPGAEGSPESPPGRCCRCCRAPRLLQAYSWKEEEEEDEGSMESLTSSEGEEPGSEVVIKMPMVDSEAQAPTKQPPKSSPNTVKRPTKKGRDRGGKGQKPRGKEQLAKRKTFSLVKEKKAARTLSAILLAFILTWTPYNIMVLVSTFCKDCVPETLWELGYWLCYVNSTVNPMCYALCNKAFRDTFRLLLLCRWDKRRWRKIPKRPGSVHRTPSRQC
Ec RNAP inh = E. coli RNAP inhibitors, biochemical; inhibition, %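 (tested at 10 µM)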; E. coli RNA polymerase, fluorescence transcription assay; DNA-directed RNA polymerase subunit beta (Escherichia coli (strain K12)), P0A8V2; 62,000 tested, 0.2% active; AID 559, 2006; in the data active = inhibition above about 20%;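 note: 0% = enzyme without compound and 100% = no enzyme blank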
D1 mod = D1 CRE-luciferase signal change, two-sided – cell-based, HEK293 D1, dopamine EC30, D1 allosteric modulator project, primary screen | D(1A) dopamine receptor (Homo sapiens), P21728 | B-score at 10 µM | 58,000 tested, 5.9% active | AID 641, 2007 | dopamine EC30 potentiation; actives deviate in either direction;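 active = luminescence count or its row- and column-corrected plate score outside the 99.7% band of the plate's sample wells, on either side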
NADH coupling = inhibitors of PK/LDH coupling enzymes, profiling panel, artefact control, biochemical, MLSMR library; 65,000 tested, 0.02% active; IC50, µM (doses to about 10 µM), for the others: at the top dose inhibition; coupled PK/LDH NADH assays, four targets;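 active = single-dose screening hits from any of four coupled enzyme assays that gave an IC50 when retested across doses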;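 note: the DPM-DC format reads NADH fluorescence rather than 340 nm absorbance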
Hsp90 inh = tumor Hsp90 inhibitors, primary screen, cell lysate, fluorescence polarization, NCI-N417 lysate | Heat shock protein HSP 90-alpha (Homo sapiens), P07900 | Cy3B-geldanamycin FP displacement | inhibition, % at 30 µM | 64,000 tested, 0.35% active | AID 429, 2006;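 active = inhibition above 50%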;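 note: 0% = tracer plus lysate wells and 100% = tracer alone without lysate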
Active calls of the source: *; nt = no result given; [ ] = another dose, or the depositor's remark. Rows were taken by chance. About 16% of those tested had a hit in this group.

Screens in order: D1 mod | M1 antagonist | Hsp90 inh | Fluor 339 460 | HTR1A agonist | Ec RNAP inh | HER2 expr 66K | NADH coupling | M1 ag
COCC(C)n1c(C)cc(C(=O)COc2ccc(S(=O)(=O)N3CCOCC3)cc2Cl)c1C (centres undefined)
→ nt | -0.24 | 0 | 1.1 | 0.2 | 4 | 97 | 7% | -0.092
CCN1CCN(C(=O)Nc2cccc3ccccc23)CC1
→ 0.022 | nt | nt | 1.6 | nt | 2 | 76 | 2% | nt
Cc1ccc2c(c1)c1c3n2CCN=C3CCC1
→ -0.36 | 1.2 | nt | 1.1 | -2.5 | 5 | 75 | 5% | 0.02
CCN(CC)S(=O)(=O)c1ccc2c3c(cccc13)C(=O)N2
→ 0.19 | 0.013 | -2 | 2.2* | -1.6 | -2 | 56 | 6%[fluoresces] | 0.016
CCCCOC(=O)C(C)Nc1n[nH]c(=O)[nH]c1=O (centres undefined)
→ -0.2 | 0.78 | -4 | 0.96 | -2.0 | 6 | 90 | 8% | -0.078
COc1ccc(NC(C)=O)cc1NC(=O)CSc1nnc(-c2ccncc2)n1C
→ 0.0057 | 0.38 | nt | 1.1 | 1.6 | 9 | 75 | 5% | 0.68
O=C1N=C(N2CCOCC2)S/C1=C1\C(=O)N(Cc2ccccc2)c2ccc(Br)cc21
→ 2.1 | nt | -7 | 1.1 | -3.9 | 4 | 90 | 5% | nt
Cc1cc(N=Cc2cc(Br)ccc2O)no1
→ 0.6 | 0.24 | 0 | 1.1 | -3.2 | 11 | 93 | 7% | -0.87
Cc1cc(C)n2nc(SCN3C(=O)c4ccccc4C3=O)nc2n1
→ 0.22 | -0.086 | -2 | 0.99 | -3.4 | -1 | 87 | 6% | -0.53
COc1cc(C(=O)NCc2cn3ccccc3n2)cc(OC)c1OC
→ 0.49 | -0.29 | 3 | 1.1 | -0.8 | nt | 95 | 4% | 0
O=C(CSc1ccccc1)Nc1ccccc1N1CCOCC1
→ 0.82 | 0.33 | -4 | 1 | -4.3 | -1 | 98 | 0% | -0.12
O=C(Cc1ccccc1)Nc1ccc(CN2CCOCC2)cc1
→ 0.27 | -0.14 | -2 | 1 | -1.1 | 3 | 83 | 3% | 0.025
CC1(C)NC(=O)N(CCCCOc2cccc(C(F)(F)F)c2)C1=O
→ 0.63 | 0.22 | 4 | 1.1 | -3.6 | -5 | 87 | 5% | -0.47
O=C(c1ccc(CS(=O)(=O)c2c(Cl)cccc2Cl)o1)N1CCCC1
→ -0.69 | -0.21 | 0 | 1.1 | -0.3 | -1 | 110 | 2% | 0.46
Cc1nnc(SCC(=O)c2cc(C)n(-c3ccc4c(c3)OCO4)c2C)s1
→ 0.65 | -0.15 | -3 | 1 | 0.1 | 8 | 122 | 6% | 1.5
CN(CC(=O)NCc1cccc(F)c1)C(=O)c1ccco1
→ 0.21 | -0.012 | -6 | 1.1 | -3.4 | 12 | 94 | 1% | 0.98
CCOc1ccc2[nH]c(=O)c(CN(CCO)C(c3nnnn3C3CCCCC3)C(C)C)cc2c1 (centres undefined)
→ 0.86 | 1.7 | -2 | 1.5 | -0.8 | 3 | 100 | 3% | -0.0031
O=C(NCc1ccc2c(c1)OCO2)c1cc(S(=O)(=O)N2CCCCC2)ccc1F
→ -0.15 | 0.13 | -3 | 1 | -2.2 | -1 | 92 | 4% | 0.11
COc1ccc(C(=O)c2oc3nc(C)cc(C)c3c2N)cc1
→ 2 | 0.9 | -1 | 1.4 | 3.3 | -3 | 94 | 6% | 2.4
c1ccc(CC2CCN(C(c3cccs3)c3nnnn3C3CCCC3)CC2)cc1 (centres undefined)
→ -1.1 | 0.6 | -4 | 1 | -1.2 | -5 | 95 | 3% | 0.47
COc1ccc(C(=O)N2CCN(c3ccc(C)cc3C)CC2)cc1OC
→ 0.3 | 0.036 | 0 | 1.1 | -3.9 | 7 | 96 | 10% | -1.3
CCOC(=O)C1CCN(C(=O)Cc2c(C(=O)O)n(CC)c3ccccc23)CC1
→ -0.3 | -0.12 | 0 | 1.1 | -1.3 | -5 | 124 | 7% | -0.066
COc1ccc(-c2nnc3sc(-c4c(OC)cccc4OC)nn23)cc1
→ -1.4 | -0.13 | -5 | 1 | -0.9 | 6 | 99 | 3% | -0.65
O=C(O)C1(NS(=O)(=O)c2ccc(F)c(Cl)c2)CCCCC1
→ -0.45 | -0.41 | -8 | 1.1 | -1.1 | 4 | 97 | 3% | 0.044
Cn1c(SCC(=O)N2CCOCC2)nnc1-c1cccc(NC(=O)c2ccccc2F)c1
→ -0.12 | 0.81 | -4 | 1.1 | -1.1 | 6 | 81 | 3% | -0.52
O=C(c1ccco1)N1CCN(S(=O)(=O)N2CCOCC2)CC1
→ 0.035 | -0.016 | -2 | 1 | -1.5 | 8 | 123 | 2% | 0.072
O=C(NC1CCCC1)C1CCCN(S(=O)(=O)c2cccc3cccnc23)C1 (centres undefined)
→ -0.11 | -0.27 | -3 | 1 | -0.4 | 9 | 94 | 2% | 0.61
O=C(Nc1cccc(Cl)c1)N(CCCN1CCOCC1)Cc1ccccc1F
→ -0.18 | 0.69 | -5 | 1.1 | -3.4 | 6 | 92 | 1% | 1.6
CCOc1ccc2cc(S(=O)(=O)n3ccnc3C)ccc2c1
→ 0.54 | -0.084 | 0 | 1.2 | -0.7 | 1 | 126 | 7% | -0.61
O=C(NCc1ccc(Cl)cc1)c1cc2c(nc3sccn32)s1
→ -1 | -0.59 | -10 | 2.6* | -1.7 | -13 | 58 | 12% | -1.4

Of the compounds above, 11 have a carbonyl joined to an NH by a bond outside any ring.
Screens in order: D1 mod | M1 antagonist | Hsp90 inh | Fluor 339 460 | HTR1A agonist | Ec RNAP inh | HER2 expr 66K | NADH coupling | M1 ag
CCN1CCN(C(=O)Nc2cccc3ccccc23)CC1
→ 0.022 | nt | nt | 1.6 | nt | 2 | 76 | 2% | nt
COc1ccc(NC(C)=O)cc1NC(=O)CSc1nnc(-c2ccncc2)n1C
→ 0.0057 | 0.38 | nt | 1.1 | 1.6 | 9 | 75 | 5% | 0.68
COc1cc(C(=O)NCc2cn3ccccc3n2)cc(OC)c1OC
→ 0.49 | -0.29 | 3 | 1.1 | -0.8 | nt | 95 | 4% | 0
O=C(CSc1ccccc1)Nc1ccccc1N1CCOCC1
→ 0.82 | 0.33 | -4 | 1 | -4.3 | -1 | 98 | 0% | -0.12
O=C(Cc1ccccc1)Nc1ccc(CN2CCOCC2)cc1
→ 0.27 | -0.14 | -2 | 1 | -1.1 | 3 | 83 | 3% | 0.025
CN(CC(=O)NCc1cccc(F)c1)C(=O)c1ccco1
→ 0.21 | -0.012 | -6 | 1.1 | -3.4 | 12 | 94 | 1% | 0.98
O=C(NCc1ccc2c(c1)OCO2)c1cc(S(=O)(=O)N2CCCCC2)ccc1F
→ -0.15 | 0.13 | -3 | 1 | -2.2 | -1 | 92 | 4% | 0.11
Cn1c(SCC(=O)N2CCOCC2)nnc1-c1cccc(NC(=O)c2ccccc2F)c1
→ -0.12 | 0.81 | -4 | 1.1 | -1.1 | 6 | 81 | 3% | -0.52
O=C(NC1CCCC1)C1CCCN(S(=O)(=O)c2cccc3cccnc23)C1 (centres undefined)
→ -0.11 | -0.27 | -3 | 1 | -0.4 | 9 | 94 | 2% | 0.61
O=C(Nc1cccc(Cl)c1)N(CCCN1CCOCC1)Cc1ccccc1F
→ -0.18 | 0.69 | -5 | 1.1 | -3.4 | 6 | 92 | 1% | 1.6
O=C(NCc1ccc(Cl)cc1)c1cc2c(nc3sccn32)s1
→ -1 | -0.59 | -10 | 2.6* | -1.7 | -13 | 58 | 12% | -1.4

More structures follow:
Screens in order: D1 mod | M1 antagonist | Hsp90 inh | Fluor 339 460 | HTR1A agonist | Ec RNAP inh | HER2 expr 66K | NADH coupling | M1 ag
O=C(O)C1CC=CCC1C(=O)Nc1cccc(C(=O)N2CCCCC2)c1 (centres undefined)
→ -1.1 | -0.71 | 2 | 1 | -1.0 | 6 | 95 | 2% | 1
CCC(=O)N1CCc2cc(S(=O)(=O)Nc3ccc4c(c3)OCCO4)ccc21
→ -0.23 | nt | -2 | 1 | -1.4 | 18 | 63 | 7% | nt
CCOc1ccc(N(CC(=O)NC(C)(C)C)S(=O)(=O)c2c(C)noc2C)cc1
→ -0.016 | 0.021 | 0 | 1 | -0.2 | 7 | 110 | 6% | 0.47
CCC(=O)Nc1nc(OC)cc(OC)n1
→ nt | 0.4 | -5 | 1.2 | -0.6 | 5 | 110 | 4% | 0.18
CCn1c2ccccc2c2nnc(SCC(=O)OCN3C(=O)c4ccccc4C3=O)nc21
→ -0.017 | -0.55 | 1 | 1.1 | -1.6 | 6 | 106 | 0% | 0.93
COc1ccc(NC(=O)COc2nsnc2N2CCCCC2)cc1
→ -1 | 0.51 | -4 | 1.1 | -3.4 | 7 | 98 | 1% | -0.55
COc1cc(OC)c(C2N(c3ccccn3)C(=O)C3CCCN32)cc1OC (centres undefined)
→ 1.7 | 0.21 | -1 | 1.3 | -1.1 | 1 | 85 | 5% | 0.45
Cc1onc(-c2c(Cl)cccc2Cl)c1C(N)=O
→ -0.023 | -0.038 | 2 | 1.1 | -1.5 | 1 | 76 | 2% | -0.045
Cc1csc(SCc2nc3sc4c(c3c(=O)[nH]2)CCC4)n1
→ 2.3 | -0.087 | -1 | 1 | -1.9 | 3 | 72 | 3% | -0.57
CCOC(=O)C1CCN(C(=O)c2cccc(NC(=O)C(CC)CC)c2)CC1
→ -0.0064 | nt | -7 | 1.1 | -1.2 | 11 | 92 | 7% | nt
Cc1c(NC(=O)C2(c3ccccc3)CCOCC2)c(=O)n(-c2ccccc2)n1C
→ -0.0096 | -0.028 | -3 | 1.1 | -2.7 | 2 | 90 | 1% | 0.023
Cc1oc2c(CN3CCCC3)c(O)ccc2c(=O)c1Oc1ccccc1Br
→ nt | 0.23 | 3 | 3.9* | 1.2 | -24 | 103 | 6%[fluoresces] | -1.3
COCCn1c(-c2ccccc2)nc(=S)c2c1CC(C)(C)OC2
→ -0.024 | -0.67 | 0 | 1 | 0.8 | 4 | 81 | 9% | -0.34
Cc1c(NS(=O)(=O)CC23CCC(CC2=O)C3(C)C)c(=O)n(-c2ccccc2)n1C (centres undefined)
→ 3.3* | 1.4 | 1 | 1.1 | -1.3 | -2 | 86 | 0% | -0.18
O=C(CSc1nnc2scc(-c3ccc(F)cc3)n12)NCc1ccco1
→ 6.7* | -0.51 | -1 | 1.1 | 0.1 | 9 | 96 | 6% | -0.4
O=C(c1cccc(S(=O)(=O)N2CCOCC2)c1)N1CCCC1
→ -0.81 | -0.12 | -5 | 1.1 | -0.3 | 5 | 91 | 3% | -0.37
O=C(O)CCS(=O)(=O)c1cccc2cccnc12
→ -1.1 | 0.81 | -2 | 1.1 | 1.4 | 3 | 94 | 1% | 0
O=C1CC(N2CCCCCC2)C(=O)N1c1ccc2c(c1)OCO2 (centres undefined)
→ 0.2 | 0.039 | -3 | 1 | -0.5 | 7 | 102 | 5% | -1.3
CCc1c(C)nc(SCCOc2ccc(OC(C)C)cc2)[nH]c1=O
→ 2.2 | nt | 1 | 1.1 | -1.1 | 9 | 58 | 8% | nt

Source: PubChem (several laboratories)
